High-throughput results deposited in PubChem by several laboratories.
PP5 inh – inhibitors of human protein phosphatase 5 (PP5); P53041; purified PP5c, OMFP substrate fluorescence; inhibition, % at 6.7 µM; actives 0.18% (n = 320,000); AID 1987;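 active means inhibition above the campaign's mean inhibition across all tested compounds plus 3 SD, cut at about 9.5% in these data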;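 further: 0% = DMSO only and 100% = 100 µM cantharidin control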
HCV core dimer – blocks dimerization of HCV core protein | inhibition, % at 5 µM | actives 0.33% (n = 300,000) | AID 1899 | TR-FRET GST/Flag-core106 dimerization, 1536-well;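 active means inhibition above the mean of all tested compounds plus 3 SD, set per screening campaign, cut at about 45% in these data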
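Assay system: GST-tagged and Flag-tagged HCV core protein residues 1-106 / Times: compound-protein-antibody incubation 4 h at 22.5 °C / Signal: time-resolved FRET, ex 340 nm, em 617 and 671 nm / Evaluation: % inhibition based on acceptor/donor emission ratio / Benchmarks: wells lacking GST-core106 and wells with excess unlabelled core106 / Repeats: singlicate, one well per compound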
TPT1 inh – blocks Candida albicans tRNA 2'-phosphotransferase; recombinant caTPT1, FP RNA substrate dephosphorylation; inhibition, % at 5 µM; actives 0.81% (n = 300,000); AID 1962;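 active means inhibition above the mean of all tested compounds plus 3 SD, set per screening campaign, cut at about 24% in these data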;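 further: plate controls were DMSO alone for no effect and ferristatin control at 100 nM for full effect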
Efflux pump mplx – antifungal efflux pump inhibition, Nile Red retention; inhibition, % at 10 µM; S. cerevisiae Candida pump triplex; actives 0.44% (n = 330,000);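 active means plate passing quality check with inhibition over a set limit, or well fluorescence over plate mean plus 4 SD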;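 further: Nile Red retained in pooled yeast measured as flow cytometry median fluorescence; 0% = buffer negative control and 100% = Enniatin B positive control; higher means more Nile Red kept so more efflux inhibition; some compounds called inactive have numbers as strong as hits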
ZTA DNA inh – ZTA (EBV) inhibition in EBNA-1 counter-screen; P03206; ZTA-DNA binding, fluorescence polarization; inhibition, % at 11 µM; actives 0.15% (n = 320,000); in the data active means inhibition above about 33%
Target sequence (P03206 whole entry, looked up): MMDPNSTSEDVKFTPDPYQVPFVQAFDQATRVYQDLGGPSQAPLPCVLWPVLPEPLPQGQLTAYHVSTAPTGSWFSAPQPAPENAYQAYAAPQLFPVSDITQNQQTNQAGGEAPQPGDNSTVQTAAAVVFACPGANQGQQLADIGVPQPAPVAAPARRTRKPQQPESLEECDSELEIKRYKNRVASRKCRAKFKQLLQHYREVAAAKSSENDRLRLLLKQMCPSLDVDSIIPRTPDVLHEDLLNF
PP1 counter – counter-screen for PP5 inhibitors: inhibitors of human PP1-alpha | AID 2235 | purified PP1alpha, OMFP fluorescence | inhibition, % at 6.7 µM | actives 0.9% (n = 320,000);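 active means inhibition above the mean inhibition of all tested compounds plus 3 SD, computed separately for each screening campaign, cut at about 15% in these data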
CTSL1 counter – counter-screen for PFM18AAP inhibitors: inhibitors of F. hepatica cathepsin L1. recombinant F. hepatica cathepsin L1, Z-Leu-Arg-MCA fluorescence. actives 0.49% (n = 300,000). inhibition, % at 5.96 µM;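 active means inhibition above the mean of all tested compounds plus 3 SD, set per screening campaign, cut at about 17% in these data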;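 further: 0% = plate median of test compound wells and 100% = 1 µM Z-Phe-Ala-diazomethylketone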
PREPL inh – inhibits the human prolyl oligopeptidase-like enzyme. actives 0.68% (n = 320,000). AID 2751. recombinant PREPL, fluorescence polarization activity-based probe. Q4J6C6. inhibition, % at 5.96 µM; in the data active means inhibition above about 43%;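 further: 0% = enzyme with DMSO and 100% = wells lacking enzyme; many of its hits are not listed in these tables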
Target sequence (Q4J6C6 whole entry, looked up): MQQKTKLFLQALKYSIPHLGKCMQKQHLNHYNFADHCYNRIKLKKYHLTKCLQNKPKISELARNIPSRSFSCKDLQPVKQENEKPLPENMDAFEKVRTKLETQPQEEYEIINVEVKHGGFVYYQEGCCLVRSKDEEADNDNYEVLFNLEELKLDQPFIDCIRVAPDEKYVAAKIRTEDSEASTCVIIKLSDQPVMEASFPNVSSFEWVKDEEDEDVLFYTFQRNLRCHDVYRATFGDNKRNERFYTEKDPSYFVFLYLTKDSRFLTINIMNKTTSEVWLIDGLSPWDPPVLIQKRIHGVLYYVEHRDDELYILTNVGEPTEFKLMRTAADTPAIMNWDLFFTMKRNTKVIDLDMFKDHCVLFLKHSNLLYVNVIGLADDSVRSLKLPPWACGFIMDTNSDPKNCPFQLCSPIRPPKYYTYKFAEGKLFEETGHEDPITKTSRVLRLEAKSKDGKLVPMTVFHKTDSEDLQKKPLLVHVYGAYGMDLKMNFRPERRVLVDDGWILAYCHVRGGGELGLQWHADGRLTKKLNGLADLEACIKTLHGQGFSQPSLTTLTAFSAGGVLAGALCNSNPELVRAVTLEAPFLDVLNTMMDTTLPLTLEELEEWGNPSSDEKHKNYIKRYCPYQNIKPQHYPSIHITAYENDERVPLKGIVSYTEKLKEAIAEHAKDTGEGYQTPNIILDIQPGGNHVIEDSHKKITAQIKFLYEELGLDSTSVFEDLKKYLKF
EBNA-1 inhibitor – blocks EBNA-1 binding to DNA; actives 0.34% (n = 300,000); inhibition, % at 14.8 µM; EBNA-1 DNA binding, fluorescence polarization; in the data active means inhibition above about 28%
Active calls of the source: *; / = not tested or not shown.

SMILES	PP5 inh	HCV core dimer	TPT1 inh	Efflux pump mplx	ZTA DNA inh	PP1 counter	CTSL1 counter	PREPL inh	EBNA-1 inhibitor
O=C(CCNS(=O)(=O)c1ccc(Cl)cc1)NCc1ccccn1	-1.3	1.2	-3.1	0.0	0.2	-1.5	-3.0	-1.1	8.2
C=CCN(CC=C)C(=O)C(=O)c1cc(C)n(-c2ccc([N+](=O)[O-])cc2)c1C	2.5	9.2	-1.3	0.3	8.4	-2.3	-2.0	-0.1	-6.0
COc1cccc(-c2nc(-c3cccs3)no2)c1	0.4	2.1	-3.9	0.0	20.3	-4.1	-0.5	-8.3	1.7
Cc1cc(C(=O)N2CCN(c3ccc([N+](=O)[O-])cc3)CC2)co1	0.9	-9.9	-1.5	0.3	4.1	0.6	2.2	31.3	2.7
O=C(Cc1ccc(Cl)cc1)Nc1ncccn1	0.4	-2.8	0.3	0.0	-12.4	0.9	-0.7	12.6	0.9
c1ccc2[nH]cnc2c1	-0.9	-5.4	-1.3	0.0	1.9	-0.4	-1.8	-6.8	-0.3
CC(=O)c1ccc(OCC(O)CN2CCN(c3ccc(F)cc3)CC2)cc1 (stereo not given)	-1.1	-0.5	-2.6	-0.1	-4.8	-1.4	-2.3	2.0	3.7
CN1CCN(c2ccc(-c3cccc(NC(=O)COc4ccc(Cl)cc4)c3)nn2)CC1	0.0	-0.3	-0.6	-0.2	12.3	-0.4	2.8	-12.5	2.0
CN(c1cccc(NS(=O)(=O)c2cccc([N+](=O)[O-])c2)c1)S(C)(=O)=O	-0.3	-3.9	-2.4	-0.1	0.3	-0.8	-0.1	0.3	3.2
CCC(C)[C@H](NC(=O)[C@@H]1Cc2ccccc2CN1C(=O)OC(C)(C)C)C(=O)NCC1CCC(C(=O)O)CC1 (stereo not given in full)	-0.1	-3.4	4.4	0.1	-5.3	-7.3	-0.5	-11.4	-4.2
O=Cc1c(C(=O)O)n(CC(=O)O)c2ccccc12	3.2	-11.4	-2.2	0.0	-12.0	4.0	-4.0	10.6	-3.2
Cc1ccccc1CNC(=O)C1CCC(=O)N(CC2CCCCC2)C1 (stereo not given)	3.0	2.9	-1.1	0.0	-11.0	-6.2	4.6	12.9	-7.2
Cc1nn(CC2CCCCC2)c(N)c1-c1ccccc1	-0.9	-2.8	-0.3	0.0	11.6	-2.5	0.9	-1.1	0.5
Cc1ccc(-n2c(=O)c3ccccc3n(CC(=O)C(C)(C)C)c2=O)cc1	-0.1	2.8	-1.0	-0.1	13.4	-3.6	0.3	10.2	16.0
CCc1ccc(CN2C(=O)c3ccccc3C2C(=O)NCC2CCCO2)cc1 (stereo not given)	-1.1	1.0	-1.7	0.0	-2.9	-6.7	-0.8	-4.4	-2.9
CCCCCC1CC(CC#CCN2CCOCC2)C(=O)O1 (stereo not given)	2.0	-2.0	-4.9	-0.1	-13.5	1.7	-1.2	18.9	-2.6
C=CCOc1c2ccc(C(=O)N(CC)c3ccc(OC)cc3)cc2nn1C	2.7	4.7	-4.8	/	5.9	-2.3	-0.2	-2.8	-2.6
O=C(O)c1cc(O)ccc1NC(=O)C(c1ccccc1)c1ccccc1	0.7	6.5	-1.1	-0.1	10.7	-1.8	-4.4	0.8	-1.6
N#CCC(=O)N/N=C1\CCCCC1C1CCCCC1 (stereo not given)	-2.9	-10.5	-7.2	0.1	-6.3	-9.2	-4.7	5.5	-1.4
O=C(NNC(=O)[C@@H]1CCCC[C@@H]1C(=O)O)Nc1ccccc1	2.2	-3.0	-2.8	-0.1	-5.8	-2.9	-3.4	-0.3	-0.8
Cn1c(CNC(=O)OC(C)(C)C)nnc1SCC(=O)N1CCOCC1	2.0	7.3	-1.1	0.0	-1.6	-4.9	-2.4	8.1	6.1
O=C(CN1CCN(c2ccc(O)cc2)CC1)NC(=O)NCc1ccco1	0.3	2.4	-1.1	0.1	12.7	-3.6	1.4	13.5	2.5
N#Cc1cccnc1Nc1ccc(Cl)cc1	2.0	-7.0	0.5	0.0	-19.2	3.1	0.6	-10.2	5.7
CSc1ccc(S(=O)(=O)N2CCC(C(=O)Nc3ccccc3C(F)(F)F)CC2)cc1	2.1	-6.5	-0.4	-0.1	1.7	-0.1	0.1	15.9	-4.4
Cc1cc(C)c(O)c(-c2cc(C(=O)Nc3cccnc3)[nH]n2)c1	3.2	-0.7	0.2	0.2	2.7	-2.7	1.3	16.7	-5.0
COc1cccc(NC(=O)C(=O)NCc2ccncc2)c1	5.0	-6.1	2.6	0.2	11.5	-3.5	-0.7	0.5	-1.6
Cc1nc(=O)c(-c2ccccc2)c(C)n1CCCO	-2.7	-0.1	-0.6	0.0	15.4	-3.1	-0.3	-9.2	12.8
O=C(CSc1nnc(-c2ccc(Br)cc2)o1)Nc1cccc2ccccc12	1.2	1.5	-5.0	-0.1	-0.8	2.5	4.2	2.4	40.2*
COc1ccc(N2CCN(S(=O)(=O)CCNC(=O)COc3ccccc3OC)CC2)cc1	1.1	5.9	-1.4	0.0	-3.0	3.4	-3.9	-3.6	-5.1
CCn1c(CNc2ccccc2Cl)nnc1SCCN1CCCCC1	0.9	-5.7	1.7	-0.2	-5.9	0.5	0.1	-8.5	-8.3
COC(=O)C1=C(C)N(CCc2ccc(OC)c(OC)c2)C(=O)C1	-2.4	-2.4	-0.7	-0.1	-13.3	-4.3	0.2	19.9	-4.4
Cc1ccc(N(CC(=O)NC2CCCC2)C(=O)CCCC(=O)Nc2ccccn2)cc1C	3.0	5.0	-5.3	0.0	-11.8	-3.9	-2.0	4.1	-3.9
COc1ccc(N2CCCn3c2nc2c3c(=O)n(CCc3ccccc3)c(=O)n2C)cc1	-2.1	1.6	-0.4	-0.1	-8.7	-1.8	0.8	17.7	6.5
COc1ccc(NC(=O)CSc2nnc(Cc3cccn3C)n2-c2ccc(F)cc2)cc1	3.8	4.6	3.8	0.4	-7.6	-7.4	-1.7	13.7	-7.0
Cc1ccccc1CSCCNC(=O)CCSc1ccccc1	5.5	1.4	-1.5	0.1	1.3	2.1	-5.4	-12.3	-4.1
O=C(O)c1c(-c2ccccc2)c2oc3ccccc3c2[nH]c1=O	3.2	2.8	0.2	0.0	-5.7	-1.1	4.7	8.7	-3.4
CCc1nnc(NC(=O)CN2CCN(Cc3ccccc3Cl)CC2)s1	-0.6	1.6	-0.1	0.1	-8.0	1.0	1.9	-9.9	2.5
CC(=O)Nc1ccc(Oc2cc(C#N)c(C#N)cc2N2CCOCC2)cc1	-0.7	-3.2	-1.1	0.1	-5.8	-0.4	0.0	-0.1	5.0
CCOc1ccc(-n2ccnc(SCC(=O)NCCc3ccccc3)c2=O)cc1	-1.4	3.0	0.8	0.0	3.4	-6.3	5.3	2.0	13.7
Cc1c(OCC(=O)NCc2ccncc2)ccc2c3c(c(=O)oc12)CCCC3	-7.0	-7.5	0.4	0.0	1.5	-12.0	3.1	21.2	-6.8
Cc1c(C)n(C)c2ccc(C(=O)NCCc3ccco3)cc12	1.4	18.4	8.1	1.0	-4.6	3.3	6.7	-78.6	-2.7
CO/N=C(/C)CCS(=O)(=O)c1ccccc1	-0.2	0.2	-1.6	-0.3	-13.8	-0.5	-0.9	4.8	2.7
Cn1nc(C(F)(F)F)c(C#N)c1N1CCN(c2ccccc2)CC1	4.3	-3.3	0.2	0.3	1.6	-0.1	-2.5	-6.0	-13.6
COc1ccc(CCNC(=O)C(=O)NCCCN2CCOCC2)cc1	-1.3	1.5	0.9	0.0	13.2	-2.9	-1.0	7.5	12.6
O=C1NNC(=O)C1c1ccccc1	1.0	-6.4	-0.8	0.0	-6.2	-1.8	4.5	4.5	-4.5
O=C(COc1ccc(-c2ccccc2)cc1)Nc1cccnc1	1.9	/	/	-0.1	19.8	1.7	/	6.8	/
CC(C)Cc1nc2oc3c(NCCCN4CCOCC4)ncnc3c2c2c1CCC2	0.3	1.0	-1.6	0.0	-11.5	-3.1	1.1	6.6	3.2
O=C(COc1ccc(S(=O)(=O)N2CCOCC2)cc1)Nc1ccc2c(c1)OCCO2	2.4	1.5	-2.0	-0.1	-8.6	-1.3	-4.5	3.8	2.0
COc1cc(OC)cc(C(=O)N/N=C\c2ccoc2)c1	-2.4	-5.1	-2.7	0.1	15.7	-3.2	-1.9	-4.6	6.6
O=C(c1cnsn1)N1CCN(c2ccccn2)CC1	0.0	-4.4	0.0	-0.1	-6.7	4.5	0.4	-0.5	6.8
CC(=O)NNc1ncnc2c1cnn2-c1ccc(C)c(Cl)c1	-1.2	-0.5	-0.3	0.1	-6.8	0.1	-1.7	8.6	-8.7
COc1ccc(OC)c(C2CC(=O)Nc3n[nH]c(-c4ccccc4)c32)c1 (stereo not given)	0.6	1.4	-0.4	-0.2	3.4	-2.7	0.7	-4.5	6.8
O=C(COc1ccc(Br)cc1)N1CCCCCC1	3.7	4.0	0.4	0.1	8.7	-3.3	-3.0	15.3	-0.6
O=C(NC1CCN(C(=S)NCc2ccco2)CC1)C12CC3CC(CC(C3)C1)C2	1.9	0.0	-1.5	0.0	-10.1	-2.0	0.0	-1.3	-3.4
O=C1c2ccccc2S(=O)(=O)c2cc(C(=O)N3CCN(c4ccccc4)CC3)ccc21	1.1	9.1	-1.4	0.1	-14.3	4.9	-2.0	33.6	3.0
COc1ccccc1CNC(=O)C1=CCN(S(=O)(=O)c2ccc(C)cc2)CC1	0.2	1.7	-0.7	-0.1	12.8	-2.6	0.0	3.2	3.0
CN(Cc1nc2ccc(F)cc2[nH]1)Cc1c(C(=O)N(C)C)nc2ccc(Cl)cn12	0.5	-2.2	-5.7	-0.2	-11.7	-0.3	-2.5	-2.4	0.6
CC(C)CC(NC(N)=O)C(=O)NCc1ccc(Cl)cc1 (stereo not given)	-2.1	3.8	-3.6	0.1	0.1	-6.0	1.3	0.8	7.9
CC(=O)Nc1ccc(NC(=O)CC23CC4CC(CC(C4)C2)C3)cc1	1.9	-1.7	-2.0	0.0	-15.3	-0.2	-2.2	0.8	-5.9
CCc1ccc(N(C2C=CS(=O)(=O)C2)S(=O)(=O)c2ccc(C)cc2)cc1 (stereo not given)	1.4	-1.6	-0.8	-0.2	-13.3	-0.9	-2.2	18.3	8.4
New compounds follow.
SMILES	PP5 inh	HCV core dimer	TPT1 inh	Efflux pump mplx	ZTA DNA inh	PP1 counter	CTSL1 counter	PREPL inh	EBNA-1 inhibitor
COc1ccc(NC(=O)CSc2nc(N)c(-c3ccccc3)c(=O)[nH]2)cc1	4.6	0.0	-3.6	-0.1	-15.0	-9.6	4.1	17.1	-4.5
c1ccc(C2CC(c3cccs3)=NN2c2ccccc2)cc1 (stereo not given)	-3.0	3.7	3.2	0.2	-13.8	7.6	-8.2	4.5	-11.6
O=S(=O)(Cc1ccc(Cl)cc1)C1CCCCC1O (stereo not given)	1.4	-1.8	-3.9	0.0	8.7	-0.1	-0.1	5.2	3.3
CCCCCCSc1ccc([C@@H]2[C@H]3C(=O)N(CC)C(=O)[C@H]3[C@]3(C(=O)OC)CCCN23)cc1	2.9	13.3	6.9	0.0	1.9	6.4	-0.2	-7.0	-1.4
CCSc1ccccc1C(=O)N=C1NC(=O)CC2C(=O)NCCN12 (stereo not given)	1.8	-0.9	4.3	-0.1	6.3	-0.7	-0.6	2.8	-1.6
Cc1ccccc1N/C(SCc1ccc(Cl)cc1)=C(/C#N)C(=O)NCc1ccco1	5.7	8.3	-3.7	0.0	-1.9	9.3	3.2	-8.2	-0.6
Cc1nc2sccn2c(=O)c1Cl	-0.3	-4.1	-5.5	-0.1	-3.1	-3.6	0.1	3.1	6.6

The list is partial. The share of hits here may be higher or lower than overall.
